Screening data deposited in PubChem by National Center for Advancing Translational Sciences (NCATS).
HP1b chromo inh: blocks HP1-beta chromodomain binding to methylated histone tails. AlphaScreen HP1-beta / biotin-H3K9me3 peptide binding. Potency, µM (series often up to 114 µM), for the others: top-dose activity change, negative = inhibition, actives largely listed as inhibitors. hit rate 0.56% among 390,000. P83916; note: potency is the fitted concentration of half-maximal effect; nearly all actives have a fitted effect of over 70% in size; inactives centre near 23
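Compound inhibition of the preformed complex between 50 nM HP1-beta and 50 nM biotinylated H3K9me3 peptide was read by AlphaScreen. Buffer was PBS pH 7.4 with 0.01% Tween-20. Incubations ran 30 min at room temperature, with 10 ug/mL donor/acceptor beads.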
BAZ2B inh: BAZ2B (human) inhibition | AID 504333 | AlphaScreen BAZ2B-H3K14Ac peptide displacement | hit rate 4.4% among 360,000 | Potency, µM (doses to about 114 µM), for inactives: at the top dose activity change, negative = inhibition, hits mostly inhibitors | Q9UIF8; note: potency is the fitted concentration of half-maximal effect; % is set by controls: 0 for no effect and ±100 for the full control effect; nearly all actives have a fitted effect of over 60% in size
Target sequence (Q9UIF8 whole entry, looked up): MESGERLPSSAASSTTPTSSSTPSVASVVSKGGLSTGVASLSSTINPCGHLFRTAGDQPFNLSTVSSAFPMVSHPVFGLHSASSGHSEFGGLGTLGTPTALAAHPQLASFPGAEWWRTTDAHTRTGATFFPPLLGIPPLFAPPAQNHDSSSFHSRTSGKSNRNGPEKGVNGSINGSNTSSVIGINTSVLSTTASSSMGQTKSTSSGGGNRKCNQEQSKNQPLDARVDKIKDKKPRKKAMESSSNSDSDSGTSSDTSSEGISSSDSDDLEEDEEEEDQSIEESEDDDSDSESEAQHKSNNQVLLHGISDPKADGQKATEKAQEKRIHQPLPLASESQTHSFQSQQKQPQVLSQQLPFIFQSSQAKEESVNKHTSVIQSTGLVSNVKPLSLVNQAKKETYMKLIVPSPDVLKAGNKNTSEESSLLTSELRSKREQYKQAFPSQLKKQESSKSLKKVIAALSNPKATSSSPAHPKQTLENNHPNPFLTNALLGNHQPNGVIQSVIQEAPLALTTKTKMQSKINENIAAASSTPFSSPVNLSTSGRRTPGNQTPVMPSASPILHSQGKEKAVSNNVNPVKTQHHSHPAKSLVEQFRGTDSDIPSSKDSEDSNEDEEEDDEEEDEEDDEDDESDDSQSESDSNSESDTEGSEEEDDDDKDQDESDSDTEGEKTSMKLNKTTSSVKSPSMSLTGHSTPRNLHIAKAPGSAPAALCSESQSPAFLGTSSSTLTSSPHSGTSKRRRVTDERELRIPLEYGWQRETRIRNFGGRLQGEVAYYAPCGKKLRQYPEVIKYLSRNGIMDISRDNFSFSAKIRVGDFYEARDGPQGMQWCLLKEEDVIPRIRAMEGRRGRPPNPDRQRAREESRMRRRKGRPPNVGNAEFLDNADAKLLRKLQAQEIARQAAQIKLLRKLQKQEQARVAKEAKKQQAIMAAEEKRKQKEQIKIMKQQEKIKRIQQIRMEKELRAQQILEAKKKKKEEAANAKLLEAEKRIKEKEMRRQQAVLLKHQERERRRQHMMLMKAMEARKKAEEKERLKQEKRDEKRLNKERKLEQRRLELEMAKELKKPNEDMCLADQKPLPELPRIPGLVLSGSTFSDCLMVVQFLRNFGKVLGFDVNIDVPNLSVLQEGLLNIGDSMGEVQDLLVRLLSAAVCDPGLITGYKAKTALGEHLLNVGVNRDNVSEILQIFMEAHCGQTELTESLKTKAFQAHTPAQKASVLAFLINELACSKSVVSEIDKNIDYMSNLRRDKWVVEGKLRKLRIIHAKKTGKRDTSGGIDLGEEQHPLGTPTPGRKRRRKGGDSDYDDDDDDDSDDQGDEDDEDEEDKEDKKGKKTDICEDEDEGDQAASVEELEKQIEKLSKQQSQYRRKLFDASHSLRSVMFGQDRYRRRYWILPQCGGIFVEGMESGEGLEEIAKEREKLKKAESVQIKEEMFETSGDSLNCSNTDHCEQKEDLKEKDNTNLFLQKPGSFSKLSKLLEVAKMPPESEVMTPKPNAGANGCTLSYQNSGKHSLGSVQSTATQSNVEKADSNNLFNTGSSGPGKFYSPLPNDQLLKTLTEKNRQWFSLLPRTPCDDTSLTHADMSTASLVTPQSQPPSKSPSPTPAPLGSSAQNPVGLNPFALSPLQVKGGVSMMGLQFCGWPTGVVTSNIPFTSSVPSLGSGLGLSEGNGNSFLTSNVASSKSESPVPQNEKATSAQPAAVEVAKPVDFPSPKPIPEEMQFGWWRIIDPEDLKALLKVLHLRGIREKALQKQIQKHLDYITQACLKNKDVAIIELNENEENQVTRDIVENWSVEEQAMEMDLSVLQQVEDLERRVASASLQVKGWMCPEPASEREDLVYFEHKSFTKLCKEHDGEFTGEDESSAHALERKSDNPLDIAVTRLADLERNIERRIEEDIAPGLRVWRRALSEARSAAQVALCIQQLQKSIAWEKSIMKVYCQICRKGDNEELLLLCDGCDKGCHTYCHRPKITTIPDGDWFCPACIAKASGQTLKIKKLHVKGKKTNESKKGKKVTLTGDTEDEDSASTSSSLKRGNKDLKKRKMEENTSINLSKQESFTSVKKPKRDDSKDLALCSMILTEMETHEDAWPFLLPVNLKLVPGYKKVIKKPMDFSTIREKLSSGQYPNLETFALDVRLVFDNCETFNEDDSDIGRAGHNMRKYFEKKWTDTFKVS
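AlphaScreen displacement of biotin-H3(5-23)K14Ac peptide (50 nM final) from BAZ2B (50 nM final) in PBS pH 7.4, 0.01% Tween-20; complex preformed 30 min RT, then compounds (top 110 uM) 30 min RT, beads 20 min dark.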
G9a inh: blocks human histone lysine methyltransferase G9a. Q96KQ7. G9a H3K9 monomethylation, AlphaScreen, 2 h. Potency, µM (titrated, usually from 102 µM), without a hit: at the highest dose activity, negative = inhibition, most hits filed as inhibitors. hit rate 8.8% among 350,000. AID 504332; note: potency is the fitted concentration of half-maximal effect; % is set by controls: 0 for no effect and ±100 for the full control effect; nearly all actives have a fitted effect of over 75% in size
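G9a (20 nM) was preincubated 15 min with compound, then reacted 2 h at room temperature with 500 nM biotin-H3K9 peptide and 20 µM SAM. Monomethyl-H3K9 detected by AlphaScreen using anti-H3K9me1 antibody.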
JMJD2A Tudor inh: inhibitors of human JMJD2A Tudor domain; O75164; hit rate 4.4% among 390,000; AID 504339; AlphaScreen JMJD2A-Tudor / H3K4me3 peptide binding; Potency, µM (highest dose often 114 µM), inactives show at the top dose activity change, negative = inhibition, actives largely listed as inhibitors; note: potency is the fitted concentration of half-maximal effect; % is set by controls: 0 for no effect and ±100 for the full control effect; nearly all actives have a fitted effect of over 50% in size
GLS inhibitor: blocks human kidney-isoform glutaminase activity; O94925; GLS enzymatic activity, qHTS titration; Potency, µM (titrated, usually from 45.5 µM), for inactives: top-dose activity change, negative = inhibition, usual class: inhibitors; hit rate 0.21% among 410,000; AID 624170; note: potency is the fitted concentration of half-maximal effect; % is set by controls: 0 for no effect and ±100 for the full control effect
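Enzyme dispensed in phosphate buffer (45 mM, pH 8.2, 0.02% Tween-20), compounds pinned in, then 1 mM L-glutamine solution and the glutamate oxidase–HRP–Amplex Red mix added; fluorescence read immediately and again after 30 min at room temperature.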
Tb PGK inh: T. brucei PGK inhibition; hit rate 0.043% among 380,000; PGK/GAPDH coupled, Kinase-Glo luminescence, 60 min; Potency, µM (doses to about 57.5 µM), inactives show at the highest dose activity change, negative = inhibition, hits mostly inhibitors; AID 602233; note: potency is the fitted concentration of half-maximal effect; % is set by controls: 0 for no effect and ±100 for the full control effect; nearly all actives have a fitted effect of over 60% in size
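Recombinant glycosomal PGK reaction used 1,3-bisphosphoglycerate generated in-well by GAPDH (100nM final) in 100mM TEA pH 7.6, 5mM MgCl2, 0.01% Tween-20. After 60 minutes at room temperature, ATP was read by Kinase-Glo Plus luminescence end-point.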
Pin1 inh: human Pin1 inhibition | Pin1 FP peptide displacement, HiFluor488, 10 min | Q13526 | Potency, µM (top dose mostly 115 µM), for the others: at the top dose activity, negative = inhibition, actives largely listed as inhibitors | hit rate 0.009% among 390,000; active = well fitted inhibition curve with a large enough effect in the polarisation, with a control signal flat, not every such curve was filed as active; inconclusive = small, poorly fitted or top-dose-only effect, or effect the other way, or a change in a side signal; inactive = no such curve, though single readings can be large or run the other way; the % refers to the polarisation; note: potency is the fitted concentration of half-maximal effect; % is set by controls: 0 for no effect and ±100 for the full control effect
PI4K2A inh: inhibitors of human PI4K2A | purified PI4K2A, ADP-Glo luminescence, 1 h; hits give low values | Q9BTU6 | activity change, negative = inhibition, % at 76.9 µM | hit rate 0.13% among 420,000 | AID 1346378; in the data active = activity change below about -50%; inconclusive = mostly about -30% to -49%;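 note: -100% = wells without enzyme as full effect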
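PI4K2A activity was measured by ADP-Glo luminescence: enzyme (4 ug/mL stock) and phosphatidylinositol (1.2 mM stock) in Tris pH 7.5/MgCl2/EGTA/Triton X-100 buffer were reacted with ATP (300 microM stock) for one hour at ambient temperature.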
ERG-DNA inh: blocks human ERG Ets domain binding to DNA | P11308 | fluorescence polarization, His-ERG Ets domain / labelled DNA | Potency, µM (highest dose often 76.9 µM), inactives show at the highest dose FP activity, negative = inhibition, most hits filed as inhibitors | hit rate 0.028% among 370,000 | AID 624246; active = well fitted inhibition curve with a large enough effect in the polarisation, with a control signal flat; inconclusive = small, poorly fitted or top-dose-only effect, or effect the other way, or a change in a side signal; inactive = no such curve, though single readings can be large or run the other way; the % refers to the polarisation;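 note: polarization taken with two DNA probes labelled with fluorescein and Texas red; potency is the fitted concentration of half-maximal effect; % of control where 0% means no effect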
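His-tagged ERG Ets domain (1 uM in the protein solution; 300mM KCl, 50mM Tris-HCl, 1mM EDTA, 1mM DTT, pH 7.5) received compound, then a probe mix of 5 nM fluorescein-DNA and 100nM Texas-615-DNA. Fluorescence polarization was read for both dyes.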
* = called active by the depositor; i = inactive; ? = inconclusive; . = not tested or not shown; [ ] = dose if it differs, or a comment. Unless noted, calls come from the whole dose curve; as a rule, active = well fitted curve in the direction sought with a large enough effect; inconclusive = small, poorly fitted or top-dose-only effect, or another doubt; inactive = no such curve, though single readings can be large; an effect the other way counts as inactive or inconclusive.

SMILES	HP1b chromo inh	BAZ2B inh	G9a inh	JMJD2A Tudor inh	GLS inhibitor	Tb PGK inh	Pin1 inh	PI4K2A inh	ERG-DNA inh
CCOC(=O)CSc1nc(C)c2ccccc2n1	47%[activator]	-3%	5%[12.7 µM]	-3%	-1%	-11%	5%	43	-1%
O=C1/C(=C/c2cccc(Br)c2)SC(=S)N1/N=C/c1cc([N+](=O)[O-])ccc1O	-4%	35µM*	40µM*	?	51%[activator]	i	?	7	-1%
COc1cc(Cn2ccnc2)c(OC)cc1Cn1ccnc1	6%	79µM*	?	-35%	9%	1%	-1%	-1	3%
CC(=O)Nc1ccc(NC(=O)C(C)N2CCN(S(=O)(=O)c3ccc(C)cc3)CC2)cc1 (stereo unspecified)	16%	-11%	10%	-5%	-8%	0%	3%	-26	3%
Cn1c(CSCc2ccc(F)cc2)nnc1SCC(=O)Nc1cccc(C(=O)O)c1	27%	0%	?	0%	2%	2%	-15%	0	-6%
COc1ccc(CC(=O)NNC(=O)c2cccnc2)cc1OC	39%	?	0%	-3%	-4%	i	-2%	6	-13%
O=C(NC(=S)Nc1nc2ccccc2s1)c1ccco1	5%	4%	?	-16%	-6%	-6%	3%	-2	-1%
COc1ccc(C(=O)c2ccc(Cl)cc2Cl)cc1	174%[activator]	145%[activator]	232%[activator]	311%[activator]	5%	-4%	3%	7	-7%
COc1ccccc1NS(=O)(=O)c1ccc2oc(SC(C)C(=O)N3CCNC3=O)nc2c1 (stereo unspecified)	12%	-2%	-4%[2.33 µM]	-13%	14%	5%	0%	-2	7%
CCc1cnc2c(c1SCc1cc(OC)cc(OC)c1)c(=O)n(C)c(=O)n2C	37%	2%	-24%[59 µM]	-10%	3%	i	-2%	2	2%
C/C(=N\NC(=O)c1ccc(CSc2cccc3cccnc23)cc1)C1CCCCC1	10%	-10%	-7%[59 µM]	-18%	8%	-1%	-1%	2	.
Cc1ccc(S(=O)(=O)N2CC(O)C[C@H]2C(=O)OCC(=O)Nc2ccc(N3CCCCC3)cc2)cc1C (stereo partly specified)	?	40µM*	6.3µM*	45µM*	36%[activator]	-9%	7%	1	-3%
COc1ccc(C2C(C(C)=O)=C(O)C(=O)N2c2ccc(F)cc2)cc1 (stereo unspecified)	27%	-24%	?	-8%	0%	3%	2%	1	-2%
CC(=O)c1cccc(CN2CCCC(CCC(=O)NCc3ccc(F)c(F)c3)C2)c1 (stereo unspecified)	23%	-1%	4%	-15%	1%	.	-1%	2	-1%
COCCn1c(CN(C)Cc2ccccc2)nc2c1c(=O)n(C)c(=O)n2C	28%	5%	-6%	-20%	6%	-10%	1%	2	-2%
Cc1ccccc1C(OCCN(C(C)C)C(C)C)c1ccccc1 (stereo unspecified)	?	?	28µM*	0.89µM*	12%	-6%	-3%	1	-7%
CCCC(=O)Nc1nc2c(C)c(Cl)ccc2s1	41%[activator]	0%	14%	1%	-7%	0%	0%	0	?
CCOC(=O)c1c(C)[nH]c(C(=O)COC(=O)c2ccccc2NC(=O)c2ccco2)c1C	10%	0%	23%[59 µM]	-12%	2%	-1%	23%	-8	9%
C/C(=N/OC(=O)c1ccc(C)cc1)c1cccs1	89%[activator]	3%	34%[12.7 µM]	-5%[11.4 µM]	-16%	32µM*	-2%	-80*	-18%
O=c1[nH]n2c(=O)c3c([nH]c2c1N=Nc1cccc(Cl)c1)CCCC3	-32%	?	?	?	?	?	?	5	-5%
NC(=O)c1cnn2c(C(F)(F)F)cc(-c3ccccc3)nc12	33%	5%	13%[59 µM]	-1%	-1%	i	6%	-1	1%
CC(=O)N1CCc2c(sc(NC(=O)Cc3ccccc3)c2C(N)=O)C1	38%[activator]	-36%	.	-6%	-8%	i	-6%	4	1%
Cc1c(C)n(Cc2ccccc2)c2ccc(C(=O)N3CCN(c4ccccc4)CC3)cc12	?	?	?	14µM*	-7%	-8%	41%[activator]	2	-4%
COc1ccc(CCNC(=O)CCC2COc3ccccc3O2)cc1OC (stereo unspecified)	6%	-34%[57.1 µM]	64%[activator][59 µM]	-8%	-5%	-4%	-11%	3	3%
Oc1ccccc1/C=N/NC(=S)NCCc1ccccc1	23%	?	38%	?	19%	-9%	-5%	4	-6%
CCC(C(=O)Nc1ccc(C(=O)OC)cc1)n1nc(-c2ccc(C)c(C)c2)ccc1=O (stereo unspecified)	33%	-35%	?	-7%	1%	8%	-12%	0	5%
CCOC(=O)c1ccc(S(=O)(=O)Nc2ccc3cn[nH]c3c2)cc1	24%	-4%[57.1 µM]	?	-27%	-21%	i	14%	1	-6%
CCOC(=O)c1c(N)sc(C(C)=O)c1C	?	?	.	-34%	-5%	-3%	-7%	3	1%
COc1ccc(-n2ncc3c(N4CCCCC4)ncnc32)cc1	70%[activator]	14%	1%[59 µM]	-7%	-1%	-23%	0%	?	4%
Cc1ccc(S(=O)(=O)N2CCN(CC(=O)NCC3(N4CCOCC4)CCCCC3)CC2)cc1	11%	-2%	45µM*	-19%	7%	-5%	-3%	2	2%
CN(C)c1ccc(NC(=O)c2ccc(N3CCOCC3)nc2)cc1	-14%	?	7.9µM*	?	59%[activator]	-3%	-2%	-7	3%
COC(=O)c1sc(-c2ccccc2)cc1NC(=O)c1ccccc1	98%[activator]	8%	19%[59 µM]	5%	-2%	-5%	3%	-3	-1%
Cn1c(CNC(=O)c2ccc(Cl)c(Cl)c2)nnc1SCC(=O)Nc1sc2c(c1C#N)CCCC2	14%	-2%	?	-22%	13%	1%	3%	2	4%
CCCCCN1C(C(=O)c2ccccc2)=C(NC(=O)c2ccccc2Cl)c2ccccc2S1(=O)=O	21%	0%[57.1 µM]	-27%[59 µM]	-27%	-1%	-1%	7%	1	5%
COc1ccccc1C(=O)Nc1cc2c(cc1N1CCCCC1)n(C)c(=O)n2C	-23%	?	-32%[59 µM]	?	-6%	3%	0%	-2	1%
CCc1n[nH]c2c1/C(=N\O)CC(C)(C)C2	19%	7%	-8%	-7%	-6%	11%	-2%	8	-6%
CC(=O)c1cnc2cc(-c3ccc(C)cc3)nn2c1C	26%	15%	?	1%	-2%	-5%	10%	-4	.
O=C(CN1CCN(c2ccccc2O)CC1)Nc1ccc2c(c1)CCC2	-12%	-9%	71µM*	?	0%	-1%	-2%	1	1%
O=C(c1ccccn1)N(c1ccccc1)C1(C(=O)NC2CCCCC2)CCCCC1	22%	-4%	-2%	-2%	-15%	-3%	-6%	-3	9%
CCN(CCn1cccn1)C(=O)CC1C(=O)NCCN1Cc1cc(OC)cc(OC)c1 (stereo unspecified)	31%	-31%	?	-9%	6%	7%	-9%	-1	-1%
Clc1ccccc1C(c1nnnn1Cc1ccco1)N1CCN(Cc2ccco2)CC1 (stereo unspecified)	0%	?	?	?	2%	-8%	4%	4	8%
Brc1ccc(-c2noc3c2-c2nc(-c4ccccc4)sc2CC3)cc1	55%[activator]	.	.	-6%	0%	2%	8%	-3	-4%
Cc1ccc(CN2CCN(/N=C/c3cc([N+](=O)[O-])ccc3Cl)CC2)cc1	?	32µM*	?	35µM*	1%	-3%	-4%	-3	4%

Fetched by structure from above, six records:
SMILES	HP1b chromo inh	BAZ2B inh	G9a inh	JMJD2A Tudor inh	GLS inhibitor	Tb PGK inh	Pin1 inh	PI4K2A inh	ERG-DNA inh
CC(=O)Nc1ccc(NC(=O)C(C)N2CCN(S(=O)(=O)c3ccc(C)cc3)CC2)cc1 (stereo unspecified)	16%	-11%	10%	-5%	-8%	0%	3%	-26	3%
CCOC(=O)c1c(N)sc(C(C)=O)c1C	?	?	.	-34%	-5%	-3%	-7%	3	1%
COC(=O)c1sc(-c2ccccc2)cc1NC(=O)c1ccccc1	98%[activator]	8%	19%[59 µM]	5%	-2%	-5%	3%	-3	-1%
O=C(c1ccccn1)N(c1ccccc1)C1(C(=O)NC2CCCCC2)CCCCC1	22%	-4%	-2%	-2%	-15%	-3%	-6%	-3	9%
CC(=O)c1cnc2cc(-c3ccc(C)cc3)nn2c1C	26%	15%	?	1%	-2%	-5%	10%	-4	.
CCc1n[nH]c2c1/C(=N\O)CC(C)(C)C2	19%	7%	-8%	-7%	-6%	11%	-2%	8	-6%
